Screening data deposited in PubChem by several laboratories.
EP2 modulator: modulates human prostaglandin E2 receptor EP2 signaling. EP2-expressing cells, cAMP HTRF FRET, PGE2 co-stimulation. induction, % at 25 µM. 260,000 tested, 0.83% active;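 active means compounds whose cAMP rise, as percent of the full-agonist control response, exceeds 60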;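 further: rat C6 glioma line stably carrying human EP2 under a CMV promoter; the protocol text gives 20 µM as final concentration; 100% = response of wells given 1 µM PGE2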
Target sequence (P43116 whole entry, looked up): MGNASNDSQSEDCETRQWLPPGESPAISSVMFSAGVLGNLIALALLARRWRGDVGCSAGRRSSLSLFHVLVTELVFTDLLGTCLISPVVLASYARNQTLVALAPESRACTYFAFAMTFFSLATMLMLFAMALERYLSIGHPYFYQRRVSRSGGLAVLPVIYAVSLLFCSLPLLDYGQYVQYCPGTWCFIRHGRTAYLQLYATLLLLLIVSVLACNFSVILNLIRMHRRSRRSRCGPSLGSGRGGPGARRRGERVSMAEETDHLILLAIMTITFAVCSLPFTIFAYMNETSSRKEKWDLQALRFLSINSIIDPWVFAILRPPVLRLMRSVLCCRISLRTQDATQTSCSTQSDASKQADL
14-3-3 Bad inh: disrupts binding of bovine 14-3-3 zeta to phospho-Bad peptide; TR-FRET 14-3-3zeta/Dy647-pBad peptide displacement, 1 h; inhibition, % at 21.7 µM; 220,000 tested, 0.71% active; AID 781;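 active means inhibition above about 70%, limit read from the data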;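 further: 0% = full 14-3-3 plus peptide FRET controls and 100% = background without 14-3-3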
Target sequence (P63103 whole entry, looked up): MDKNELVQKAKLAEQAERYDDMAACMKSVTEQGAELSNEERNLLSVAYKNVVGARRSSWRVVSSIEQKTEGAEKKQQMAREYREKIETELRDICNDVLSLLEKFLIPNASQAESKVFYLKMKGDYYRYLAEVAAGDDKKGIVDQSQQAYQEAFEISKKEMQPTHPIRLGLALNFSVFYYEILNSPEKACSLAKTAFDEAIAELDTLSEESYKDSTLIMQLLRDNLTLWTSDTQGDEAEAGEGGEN
eIF4E 4G PPI: inhibitors of eIF4E and eIF4G interaction in translation initiation | P63073+Q04637 | 220,000 tested, 0.37% active | TR-FRET eIF4E-eIF4GI(517-606) binding, 2 h | AID 782 | inhibition, % at 21.7 µM;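 active means inhibition above about 30%, limit read from the data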;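 further: 0% = full FRET control wells and 100% = background wells lacking eIF4GI fragment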
Hck-Nef inh: inhibitors of human Hck kinase activated by Nef | 220,000 tested, 0.68% active | inhibition, % at 20 µM | Recombinant Hck-YEEI plus Nef, Z-Lyte FRET kinase assay | P08631 | AID 463187;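 active means Hck-Nef kinase inhibition above about 50%, limit read from the data; inactive means inhibition below that limit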;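 further: 0% = DMSO with Hck plus Nef and 100% = Hck alone without Nef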
Calpain2 inh: blocks pig calpain II enzyme activity | AID 1236 | purified calpain II, fluorogenic peptide substrate, 30 min | inhibition, % at 16 µM | 220,000 tested, 0.37% active;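 active means inhibition above about 50%, limit read from the data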
PGE2 EP2 inh: EP2 receptor (human) inhibition; P43116; C6 glioma cells expressing human EP2, cAMP TR-FRET; cells stimulated with saturating PGE2; inhibition, % at 25 µM; 260,000 tested, 0.52% active; AID 1422;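 active means percent inhibition above 40 after rounding to a whole number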;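 further: rat C6 glioma host cells with rolipram phosphodiesterase inhibitor present; the protocol text gives 20 µM as final concentration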
zVAD death inh: L929 zVAD cell death inhibition | L929 zVAD necroptosis rescue, ATP luminescence, 24 h; with zVAD 60 µM | viability rescue, % at 10 µM | 220,000 tested, 0.38% active | AID 1377;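 active means activation, scaled between plate controls, above about 75%, limit read from the data; inactive means activation under that limit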;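 further: 0% = zVAD with DMSO and 100% = DMSO alone without zVAD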
Tb hexokinase: blocks Trypanosoma brucei hexokinase 1 activity; 220,000 tested, 0.11% active; recombinant TbHK1, G6PDH-coupled NADH A340; AID 1430; inhibition, % at 10 µM;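 active means inhibition of 50% or more in the single-dose primary screen; inactive means inhibition below 50%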
Rad51 HR inh: blocks human Rad51 in homologous recombination; AID 1385; Q06609; hRad51 DNA strand exchange, fluorescence dequenching; inhibition, % at 10 µM; 200,000 tested, 0.085% active;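 active means inhibition above 40% at the single screening dose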;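 further: 0% = DMSO control wells and 100% = blanks with heterologous ssDNA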
Target sequence (Q06609 whole entry, looked up): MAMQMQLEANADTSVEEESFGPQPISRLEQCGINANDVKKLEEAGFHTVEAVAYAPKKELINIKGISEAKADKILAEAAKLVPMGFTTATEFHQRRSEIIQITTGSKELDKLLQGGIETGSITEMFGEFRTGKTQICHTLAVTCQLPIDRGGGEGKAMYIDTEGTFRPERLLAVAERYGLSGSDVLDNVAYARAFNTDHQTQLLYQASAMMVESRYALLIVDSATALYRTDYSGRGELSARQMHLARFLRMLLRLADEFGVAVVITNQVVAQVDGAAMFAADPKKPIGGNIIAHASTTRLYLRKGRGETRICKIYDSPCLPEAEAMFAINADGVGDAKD
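material = hRad51 filaments on single-stranded DNA | reagent = Donor/quencher-labelled 47-bp dsDNA substrate | compound = 10 µM final, single point | schedule = strand-exchange reaction 15 min at room temperature | measured by = fluorescein emission 520 nm, excitation 485 nm | read-out basis = % inhibition versus plate control and blank means | benchmarks = plate controls and plate blanks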
Starred values were filed as active, the others as inactive; nt = not tested or not shown; & = joins results of further samples; [ ] = dose if it differs, or a comment.

SMILES | EP2 modulator | 14-3-3 Bad inh | eIF4E 4G PPI | Hck-Nef inh | Calpain2 inh | PGE2 EP2 inh | zVAD death inh | Tb hexokinase | Rad51 HR inh
COc1cccc2sc(NC(=O)c3ccc(S(=O)(=O)N4CCOCC4)cc3)nc12 | -30.1 | -3.5 | -1.9 | -0.2 | -7.0 | 11.3 | 0.1 | -21.3 | 6.8
COc1cc(CNc2ccc(N3CCCC3)cc2)ccc1OCc1ccccc1F | -1.7 | 1.8[fluorescence artefact?] | 31.8*[fluorescence artefact?] | 26.6 | -11.0 | 2.1 | -0.3 | 4.0 | 4.4
Cc1ccccc1N=Nc1c(C)[nH]n(-c2ccccc2)c1=O | 41.4 | -8.8 | 59.3* | 20.7 | 10.7 | 7.4 | 5.8 | -1.5 | -4.7
CCN(CC)CC(=O)Nc1nn(-c2ccccc2)nc1C(N)=O | -25.3 | 7.8 | 0.1 | 2.9 | -62.5 | 12.5 | 0.9 | -0.5 | -3.2
O=C(c1ccco1)N1CCN(C(c2ccccc2Cl)c2nnnn2Cc2cccs2)CC1 (stereo not drawn) | 2.8 | -11.2 | 8.6 | 0.4 | -8.9 | 7.6 | -0.1 | 3.2 | -1.9
CCCN(CC(=O)Nc1ccc(C(N)=O)cc1)CC(=O)Nc1cc(Cl)ccc1Cl | -51.7 | -4.2 | 1.7 | 10.3 | -11.1 | 2.6 | -0.6 | -4.7 | 15.6
CCCCNC(=O)c1onc(CCl)c1C(=O)OC | 6.1 | 14.8 | -3.2 | -1.2 | 19.0 | 7.8 | -0.5 | 2.1 | -7.3
COC(=O)Cc1c(C)[nH]n(-c2cc(Cl)cc(Cl)c2)c1=O | 29.1 | -22.2 | -3.0 | 23.9 | 9.3 | 2.3 | -0.3 | -1.1 | 3.8
Cc1ccc(CNS(=O)(=O)NCc2ccc(Cl)cc2)cc1 | 17.7 | -9.1 | 0.5 | -1.1 | -21.3 | 9.2 | 0.0 | -0.4 | -38.2
FC(F)Sc1ccc(NC(=S)NC2CCCCC2)cc1 | -36.2 | -11.2 | 3.0 | -0.4 | 21.1 | 5.3 | 0.2 | -7.6 | -1.4
S=C1NC(c2ccccc2)N2C(=S)NC(c3ccccc3)N12 (stereo not drawn) | 31.9 | 52.1 | 9.6 | 1.2 | -1.0 | 9.9 | 0.5 | 3.4 | 1.7
O=C(Nc1nnc(COc2ccc(F)cc2)s1)c1cccs1 | -9.9 | 0.8 | 0.5 | 0.7 | 5.1 | 11.3 | 0.0 | -26.7 | 4.3
COc1cc(C(=O)/C=C/Nc2ccc(NC(C)=O)cc2)cc(OC)c1OC | -5.4 | -23.4 | -2.0 | 0.6 | -3.9 | 7.3 | 2.8 | -12.5 | 5.6
COc1ccc(C(=O)NCC(c2cccnc2)N2CCN(c3ccccc3OC)CC2)cc1OC (stereo not drawn) | -11.2 | 2.7 | 0.9 | 1.1 | 13.9 | nt | -0.4 | -4.5 | nt
CCCN1C(=O)/C(=C2/C=Cc3ccccc3N2CC)SC1=S | 24.1 | -4.0 | -6.0 | 11.9 | -3.9 | 6.5 | -0.1 | -3.1 | 2.6

The closing 3 entries of the part before lead into the next:
SMILES | EP2 modulator | 14-3-3 Bad inh | eIF4E 4G PPI | Hck-Nef inh | Calpain2 inh | PGE2 EP2 inh | zVAD death inh | Tb hexokinase | Rad51 HR inh
COc1cc(C(=O)/C=C/Nc2ccc(NC(C)=O)cc2)cc(OC)c1OC | -5.4 | -23.4 | -2.0 | 0.6 | -3.9 | 7.3 | 2.8 | -12.5 | 5.6
COc1ccc(C(=O)NCC(c2cccnc2)N2CCN(c3ccccc3OC)CC2)cc1OC (stereo not drawn) | -11.2 | 2.7 | 0.9 | 1.1 | 13.9 | nt | -0.4 | -4.5 | nt
CCCN1C(=O)/C(=C2/C=Cc3ccccc3N2CC)SC1=S | 24.1 | -4.0 | -6.0 | 11.9 | -3.9 | 6.5 | -0.1 | -3.1 | 2.6
Cn1c(CNC(=O)c2ccco2)nnc1SCC(=O)c1ccccc1 | 10.9 | -3.3 | -1.9 | 15.7 | -0.7 | 4.0 | 1.6 | -4.7 | 5.0
O=C(CCN1C(=O)/C(=C/c2ccccc2)SC1=S)NNC(=O)c1cccnc1 | -8.6 | -5.4 | 4.3[fluorescence artefact?] | 0.9 | -9.1 | 10.4 | 0.7 | 3.6 | -5.6
CCCOc1ccc(Oc2cc(C)nc(SC)n2)nn1 | 0.2 | -1.6[fluorescence artefact?] | 1.8[fluorescence artefact?] | 0.5 | -18.5 | 9.2 | -0.3 | -0.7 | -2.6
CCSc1nnc(NC(=O)c2ccc3c(c2)OCO3)s1 | 0.6 | 9.3 | 4.0 | 9.6 | -1.3 | 6.6 | -0.5 | -24.0 | 0.6
CC(=O)N[C@@H](Cc1c[nH]c2ccccc12)C(=O)OCC(=O)NCc1ccc2c(c1)OCO2 | -11.0 | -15.2 | -2.1 | 13.4 | 0.6 | 6.0 | 3.0 | -0.8 | 15.6
COc1ccc(/C=C/C(=O)N2CCN(C)CC2)cc1S(=O)(=O)N1CCCCC1 | 12.6 | -14.3 | 0.1 | -8.1 | 20.0 | 6.1 | 2.4 | -2.1 | 3.5
CC(Oc1ccccc1)C(=O)Nc1ccc(S(=O)(=O)NCC2CCCO2)cc1 (stereo not drawn) | -11.6 | -6.2 | -0.5 | -1.2 | -7.6 | 10.0 | 0.4 | 4.0 | -5.2
Cc1cccc(-c2ncc(CN3CCN(CC(C)C)C(CCO)C3)cn2)c1 (stereo not drawn) | -12.8 | 1.0 | 2.4 | 2.8 | 16.8 | 5.7 | -0.6 | 4.4 | 2.2
COc1cc(S(=O)(=O)N2CCN(C)CC2)ccc1Cl | 5.9&-25.1 | -2.5[fluorescence artefact?] | -4.9 | -0.6 | 19.0 | 4.3&8.8 | 1.1 | -2.9 | -7.8
O=C(NCc1ccccc1)c1cccc(S(=O)(=O)NCc2ccccc2)c1 | -34.0 | -5.8 | -0.8[fluorescence artefact?] | 4.0 | 12.4 | 14.2 | 0.2 | 40.8 | 7.8
O=C(NCCC1=CCCCC1)C1CCN(S(=O)(=O)c2cccc3cccnc23)CC1 | -7.6 | 4.3 | 1.5 | 20.7 | -31.5 | 18.5 | 1.1 | 2.6 | -1.6
COc1ccccc1N1C(=O)C(Cl)=C(Nc2ccccc2O)C1=O | -4.6 | -12.8 | 4.8 | 28.5 | -58.8 | 7.0 | 7.3 | -4.6 | -107.4
Cc1ccc(NC(=O)COC(=O)Cn2c(C)csc2=O)cc1C | -22.5 | -3.0 | -3.2 | 2.4 | 24.4 | 6.1 | 2.0 | -2.0 | -4.7
S=C(NCc1ccco1)N1CCOCC1 | -20.1 | -4.0 | -3.4 | 17.6 | -12.9 | 7.7 | 4.1 | -2.1 | 0.2
CCOC(=O)C1=C(C)Nc2[nH]c(=O)[nH]c(=O)c2C1c1cccs1 (stereo not drawn) | 27.1 | -4.4 | 0.1 | -4.7 | -10.4 | 13.5 | nt | -11.9 | nt
C/C(=N\NS(=O)(=O)c1ccc(Br)cc1)c1cccs1 | -17.5 | -1.5 | -3.9 | 3.1 | 1.5 | 9.3 | 0.4 | -17.6 | 9.2
O=C(Nc1cc(C(F)(F)F)ccc1Cl)C(Sc1cccc[n+]1[O-])c1ccccc1 (stereo not drawn) | -8.8 | 3.4 | 4.4 | 1.8 | 14.5 | 5.2 | nt | 0.6 | 13.6
C=CCn1c(O)c(N=NC(=S)Nc2ccccc2F)c2ccccc21 | 16.0 | -19.7 | -0.8 | 25.0 | 5.1 | 2.7 | -1.0 | -1.6 | -22.9
CCN(CC)C(=O)CSc1nc2cc3c(cc2c(=O)n1CCCCCC(=O)NCc1ccc(OC)cc1)OCO3 | -1.6 | 40.8 | 7.6 | -8.2 | 28.6 | 3.0 | 2.4 | -3.8 | 14.1
O=C(O)c1csc(Br)c1Br | 22.1 | 21.6 | 0.6 | 5.3 | -38.6 | 17.7 | 1.6 | 4.8 | -0.5
COc1ccccc1NC(=O)c1cc(C)oc1C | 6.0 | -7.3 | 1.2 | 15.9 | -14.2 | 18.1 | 0.4 | -4.7 | 2.0
Cc1ccc(NC(=O)NCc2ccc3c(c2)OCO3)cc1 | 6.0 | 5.1 | -3.0[fluorescence artefact?] | -1.6 | 1.1 | 8.3 | 0.7 | -17.6 | -4.0
COCn1c(-c2ccc(OC)c(OC)c2)nc2ccccc21 | nt | nt | nt | 3.8 | nt | 5.0 | 0.1 | 8.9 | -3.2
CC(C)(C)NC(=O)C(c1ccc(O)cc1)N(C(=O)CCC(=O)Nc1nccs1)c1cccc(F)c1 (stereo not drawn) | 21.1 | -17.6 | 3.3 | 0.1 | -29.1 | -0.5 | 9.0 | -0.9 | 22.4
Cc1ccc(-c2noc(CNc3ccccc3)n2)cc1 | 2.5 | -5.3 | 3.5 | 0.8 | -6.7 | 2.5 | -0.2 | -1.5 | 1.5
O=C(OCCN1C(=O)c2cccc3c(N4CCOCC4)ccc(c23)C1=O)c1ccccc1Cl | -18.5 | -29.9 | 22.8 | -14.2 | 6.1 | 12.0 | 1.5 | 27.4 | -478.4
COc1cc2[nH]c(C(=O)NN)c(N)c2cc1OC | 25.2 | 2.9 | -2.0 | 7.2 | -19.0 | 3.4 | 0.6 | -22.4 | nt
CCO/N=C(/C)c1c(O)c(C)c(-c2ccccc2)n(-c2ccccc2)c1=O | 19.0 | 11.2 | -0.8[fluorescence artefact?] | 5.7 | -11.2 | 9.5 | 0.8 | 4.9 | 9.4
Cc1nn(-c2ccccc2)c(Cl)c1C1C(C#N)=C(N)OC2=C1C(=O)CC(C)(C)C2 (stereo not drawn) | 1.1 | 1.2 | -0.1 | 0.6 | -22.2 | 18.8 | -0.3 | 3.5 | nt
COc1ccc(N/C=C/c2nc(SC)nnc2C)cc1 | -2.1 | -7.2 | 2.7 | 12.4 | 34.0 | 17.0 | 2.2 | -5.7 | -48.8
COc1cc(C2C(C#N)=C(N)Oc3c2oc(CO)cc3=O)ccc1OC(C)C (stereo not drawn) | 1.5 | 6.2 | -12.4 | -0.6 | -5.3 | 0.5 | -0.2 | -11.1 | 10.8
Cc1ccc(-n2c(SCC(=O)N3CCOCC3)nnc2-c2cccnc2)cc1 | 16.5 | 6.1 | -1.6 | 0.1 | 15.1 | 6.5 | 0.2 | -1.4 | -3.7
Cc1oc(-c2ccccc2)cc1C(=O)NC(Cc1c[nH]c2ccccc12)C(=O)O (stereo not drawn) | 0.9 | -11.3 | 1.3[fluorescence artefact?] | 3.8 | -62.8 | 17.1 | 0.4 | 40.4 | -4.9
N#CC1=C(N)SC(N)=C(C#N)C1c1cccc(O)c1 | 26.3 | -1.6 | 1.2 | 3.8 | -11.6 | 4.5 | 0.2 | -11.3 | -12.3
CCCCOc1ccc(/C=C/C(=O)Nc2ccc([N+](=O)[O-])cc2C)cc1 | -4.4 | 7.8 | 1.8[fluorescence artefact?] | 2.3 | 11.7 | 7.0 | 0.0 | -23.7 | 5.3
CCOC(=O)N1CCN(CC(=O)Nc2sccc2C#N)CC1 | -1.3 | -4.4 | -0.8 | 11.0 | 82.4* | 4.7 | -0.3 | -1.4 | 1.3
CCc1ccccc1NC(=O)N1CCC(NC(=O)C(Cc2ccc(OC)c(OC)c2)NC(C)=O)CC1 (stereo not drawn) | 23.9 | -3.5 | 0.8 | 0.7 | 13.7 | 11.5 | -0.1 | 1.9 | 5.7
O=C1c2ccccc2NC(c2cccc(O)c2)N1NS(=O)(=O)c1ccccc1 (stereo not drawn) | 9.6 | -11.0 | 4.1 | 25.4 | -446.0 | 3.7 | 3.8 | 1.0 | 9.6
CNCc1nc2ccccc2[nH]1 | 17.1 | -0.1 | -1.3 | 21.2 | -8.1 | 7.0 | 1.8 | 0.8 | 1.3

Only part of the results is shown, so the mix of outcomes need not match the whole.
